MPTP inh – mitochondrial permeability transition pore inhibitors, primary screen, biochemical, isolated mouse mitochondria, absorbance. AID 602449, 2012. Ca2+ swelling absorbance, 30 min. inhibition, % at 10 µM. actives 1.4% (n = 360,000);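 active = inhibition of 50% or more, scaled per plate between neutral and stimulator controls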;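 note: 0% = DMSO wells given calcium and 100% = 1 mM EGTA wells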
GRIN3A LBD mod – binders of NR3A ligand-binding domain, primary screen, biophysical, differential scanning fluorimetry, uHTS; NR3A LBD differential scanning fluorimetry, Tm shift; 0% = protein alone, 100% = glycine-bound protein; Tm shift relative to glycine control, % at 25 µM; actives 2.5% (n = 340,000); AID 1259313, 2017;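 active = melting temperature shift of at least 10% of the positive control shift, at one fixed dose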
* = called active by the depositor.

SMILES | MPTP inh | GRIN3A LBD mod
Cc1ccc(Nc2cc(Cl)nc(N)n2)c([N+](=O)[O-])c1 | 0.6 | -14.4
CCOc1ccc(/C=C2/SC(=S)N(C(C(=O)O)c3ccccc3)C2=O)cc1OCC (stereo unspecified) | -5.7 | 3.9
Cc1nn(-c2ccccc2)c(Cl)c1/C=C(/CC(=O)O)c1nc2ccccc2s1 | -1.0 | -1.3
CCCC1SCC(C)(C)NC1=O (stereo unspecified) | -1.0 | 1.9
COc1cc(NCCCCCCN)c2ncccc2c1OC | 2.0 | 2.0
Cc1ccccc1-c1cccc([C@@H]2C[C@H]3C(CN2)CON3C)c1 (stereo partly specified) | -0.2 | 0.9
Nc1ncncc1-c1ccccc1Cl | -0.1 | -1.3
COc1ccc(NC(C)=O)c([N+](=O)[O-])c1[N+](=O)[O-] | -1.5 | 13.6*
CCCCn1c(NC(=O)c2ccccc2)c(C#N)c2nc3ccccc3nc21 | 86.6* | 8.3
CCSc1cnnc2ccccc12 | -0.8 | -2.6
COCCN(C(=O)c1ccc(C)c(S(=O)(=O)N2CCOCC2)c1)c1c(N)n(CC(C)C)c(=O)[nH]c1=O | -0.1 | 0.1
Cc1ccc(S(=O)(=O)C(C#N)c2nc3ccccc3nc2N2CCC(C)CC2)cc1 (stereo unspecified) | 1.0 | -6.5
C=CCn1c(N)c(C(=O)OC(C)CC)c2nc3ccccc3nc21 (stereo unspecified) | 0.1 | -0.7
O=C1OC=NC1=Cc1ccccc1 | 0.5 | 1.3
Cc1c(C(=O)O)[nH]c2ccc([N+](=O)[O-])cc12 | -0.3 | 0.6
O=Cc1ccc(OCc2cn(CC(=O)c3ccc(O)cc3)nn2)cc1 | 0.8 | -32.5
O=C1CSC(=S)N1N=Cc1ccc(Cl)cc1Cl | -0.3 | 1.7
CC(C)OC(=O)C1OC1(C)c1ccccc1 (stereo unspecified) | 0.1 | 1.1
O=S(=O)(Oc1ccccc1)c1ccc(Cl)c(Cl)c1 | -0.2 | 1.9
CN(N=O)c1ccc(CC2CCc3ccccc32)cc1 (stereo unspecified) | 2.1 | 15.4*
COc1ccc(NC(=O)CCCNC(=O)c2ccc(Cl)cc2)cc1S(=O)(=O)N1CCCCC1 | -0.4 | 12.0*
COc1ccc(C(=O)NN(C)c2nc(C(F)(F)F)nc3ccccc23)cc1 | 0.0 | -12.6
CCCC(=O)NC1=C(Cl)C(=O)c2ccccc2C1=O | 23.2 | -11.7
COc1ccccc1C(CNC(=O)CCNS(=O)(=O)c1ccc(Br)cc1)N1CCCC1 (stereo unspecified) | 0.1 | -2.2
Cc1cccc(NC2(C(=O)O)CCCC2)c1 | 1.4 | 2.0
Cc1ccc(S(=O)(=O)N2CCN(c3nc(C)c4c(c3C#N)CC(C)(C)OC4)CC2)cc1 | 1.9 | 4.5
CC(C)C[C@@H](CNCC(=O)[C@H](Cc1ccccc1)NC(=O)c1[nH]cnc1C(=O)N[C@H](CN)CC(C)C)NC(=O)c1nc[nH]c1C(=O)N[C@@H](CC(=O)O)C(=O)O | -0.2 | 0.2
O=C(COc1ccccc1/C=C\c1[nH]c(=O)[nH]c(=O)c1[N+](=O)[O-])Nc1ccccc1 | -0.5 | -1.4
Cc1ccc(C(C#N)N2CCOCC2)cc1 (stereo unspecified) | -1.5 | -0.1
C#CCOCCOCCOCCNc1nc(N2CCN(C(=O)[C@H](C(C)C)n3cc(CCO)nn3)CC2)nc(N2CCN(C(=O)[C@H]([C@@H](C)CC)n3cc(CCC(=O)O)nn3)CC2)n1 | -0.3 | -0.8
COc1ccc2c3c(cccc13)C(=O)N(O)C2=O | 1.7 | -2.1
COC(=O)C12OCC34C(CC5C(C)=C(O)C(=O)CC5(C)C3C(O)C1O)OC(=O)C(OC(=O)C=C(C)C)C24 (stereo unspecified) | -2.6 | 14.0*
CCN(CC)S(=O)(=O)c1cccc(C(=O)NC(C(=O)NNC(=O)c2ccccc2F)C(C)C)c1 (stereo unspecified) | 0.2 | -0.8
CN(C)c1ccc(/C=C(\C#N)c2ccccc2)cc1 | 0.4 | -18.9
CC(C)(C=O)C1=CC(=O)c2ccccc2C1=O | 99.7* | 11.2*
Cc1nc(N)sc1-c1csc(Nc2ccccn2)n1 | -0.8 | -0.1
CN(C)CCNc1ccc(CO)c2sc3ccc(O)cc3c(=O)c12 | 0.7 | -1.0
COc1ccc(NC(=O)c2ccc(C)cc2)c[n+]1[O-] | 0.1 | -0.7
CN(Cc1ccc(Cl)cc1Cl)C(=O)c1cccc(S(=O)(=O)NCc2ccccc2)c1 | 1.6 | -5.3
Cc1nnc(Sc2cc(NCCO)c([N+](=O)[O-])c3nonc23)s1 | 11.1 | -2.2
O=C1NC(Cc2ccccc2)C(=O)N1Cc1ccccc1 (stereo unspecified) | 0.7 | -0.5
COC(=O)c1cc(S(=O)(=O)N2CCOCC2)c(N2CCOCC2)cc1N1CCOCC1 | 0.8 | -3.1
CC(CNC(=O)c1ccc(C#N)cc1)NC(=O)c1ccc(C#N)cc1 (stereo unspecified) | -0.9 | -0.7
COc1cccc2sc(Nc3nc(-c4cc5ccccc5oc4=O)cs3)nc12 | 2.0 | 19.8*
O=[N+]([O-])c1ncn(Cc2ccccc2Cl)n1 | -0.9 | 1.4
Cc1ccc2nc(SCC(=O)N3CCCc4ccccc43)nc(=O)n2c1 | -0.4 | -3.4
Nc1ccc2c(c1)C(=O)c1ccc(N)cc1-2 | 1.4 | 0.6
CCCCNC(=O)COC(=O)c1c2c(nc3ccccc13)/C(=C\c1cccs1)CC2 | 2.1 | -6.7
CSc1cnn(Cc2ccccc2)c(=O)c1SCc1ccccc1 | -1.2 | -7.5
CCN1C[C@@H]2[C@@H]3C(=O)N(Cc4ccccc4)C(=O)[C@@H]3[C@](C)(C1=O)N2C(=O)c1ccc(F)cc1 | 1.3 | 0.1
COc1ccc(C(=O)c2cc(OC)c(OC)c(OC)c2)cc1OC | -1.5 | 1.1
COc1ccc2c(c1)C(=O)CC(c1ccccc1)O2 (stereo unspecified) | -1.0 | -1.9
Clc1ccc(CNc2ncccn2)cc1 | 1.3 | -0.7
COc1cc(C(=O)Nc2ccc(Br)cc2C(=O)c2cc(OC)c(OC)c(OC)c2)cc(OC)c1OC | -0.8 | 3.8
c1ccc(C(=C2CCCO2)c2ccccc2)cc1 | 0.0 | -0.2
CCOc1ccc(OCC(=O)Nc2cccc(S(=O)(=O)NC3=NCCC3)c2)cc1 | 0.4 | 2.8
O=C(C=Cc1ccco1)c1ccc2ccccc2c1 | -1.0 | 1.3
O=S(=O)(Nc1ccccc1C(F)(F)F)c1ccc(-c2ccccn2)s1 | 1.7 | 0.0
CCCCNC(=O)COC(=O)c1c2c(nc3ccccc13)/C(=C/c1cccs1)CC2 | -9.0 | 0.8
CN(C)c1nc(=NCc2ccco2)ss1 | -0.6 | -6.7

Other structures
SMILES | MPTP inh | GRIN3A LBD mod
Cc1c(-c2ccccc2Br)nc2ccccc2c1C(=O)O | -1.1 | -0.1
COc1cccc(-c2cc(C(F)(F)F)nc(-n3cc(Cl)cn3)n2)c1 | 0.7 | -5.0
c1ccc(COc2ncnc3c2ncn3CCCNCC2CCCO2)cc1 (stereo unspecified) | 2.0 | -0.3
CC(C)(C)NC(=O)CCN(/N=C/c1ccc([N+](=O)[O-])o1)C1=NS(=O)(=O)c2ccccc21 | 1.2 | -3.4
COc1ccc(-c2cc(C(F)(F)F)nc(N3CCN(c4ccc(F)cc4)CC3)n2)cc1OC | 0.9 | -1.4
Cc1cccc(NC(=O)CSc2nc(C)nc3c2c(=O)n(C)c(=O)n3C)c1 | 0.7 | -3.2
O=C1Nc2ccccc2C1=Nc1ccc(Cl)cc1 | -0.9 | -0.4
CC(C)CN(C(=O)COC(=O)c1cc2ccccc2cc1O)c1c(N)n(Cc2ccccc2)c(=O)[nH]c1=O | -0.9 | 1.9
CC(C)(C)c1nnc(N/N=C/c2cc(Br)ccc2O)n(N)c1=O | 4.5 | -5.2
O=C1C(=O)C(c2ccccc2)C(=O)C1c1ccccc1 (stereo unspecified) | -0.1 | -1.0
O=[N+]([O-])c1ccc(N2CCN(c3ccccc3F)CC2)nc1 | -0.8 | -0.7
O=C(/C(C=Nc1ccc(Br)cc1)=C(/O)c1ccco1)C(F)(F)F | 1.2 | 1.0
C=C(C1=CCN(S(=O)C(C)(C)C)[C@H]1CCO)c1ccccc1 (stereo partly specified) | -0.3 | -0.2
COC(=O)c1c(C)cccc1C1CN=NC12Cc1ccccc1C2=O (stereo unspecified) | 1.1 | -1.0
O=C1C2C3C=CC(O3)C2C(=O)N1Nc1ccccc1 (stereo unspecified) | 0.3 | 0.8
Nc1nc(SCc2ccccc2Cl)c2ncn(C3OC(CO)C(O)C3O)c2n1 (stereo unspecified) | -0.5 | -0.2
Oc1ccccc1C=NNC(=S)NN=Cc1ccccc1O | 90.2* | 26.7*
O=C(CSc1nc2ccc([N+](=O)[O-])cc2s1)c1ccc2ccccc2c1 | 1.6 | -6.6
CCN1CCN(c2cc(SC(C)C)nc(-c3ccc(OC)cc3)n2)CC1 | 77.6* | 2.2
CCOC(=O)c1sc2nc(CC(=O)OC)nc(NCc3ccco3)c2c1C | 0.3 | -4.9
O=C(N/N=C/c1cccc(F)c1)c1c(O)c2ccccc2[nH]c1=O | 2.8 | 2.2
O=C(CSc1ncn[nH]1)N1N=C2/C(=C\c3ccco3)CCCC2C1c1ccco1 (stereo unspecified) | 0.7 | -1.0
CCCn1cnc2c(SCc3ccccc3F)nc(N)nc21 | -1.2 | -3.2
Nc1ccc2c(c1)Cc1c(F)cccc1-2 | 1.2 | -12.0

Given with tabs: part of the list above.
Molecule	MPTP inh	GRIN3A LBD mod
CN(C)c1nc(=NCc2ccco2)ss1	-0.6	-6.7
Cc1c(-c2ccccc2Br)nc2ccccc2c1C(=O)O	-1.1	-0.1
COc1cccc(-c2cc(C(F)(F)F)nc(-n3cc(Cl)cn3)n2)c1	0.7	-5.0
c1ccc(COc2ncnc3c2ncn3CCCNCC2CCCO2)cc1 (stereo unspecified)	2.0	-0.3
CC(C)(C)NC(=O)CCN(/N=C/c1ccc([N+](=O)[O-])o1)C1=NS(=O)(=O)c2ccccc21	1.2	-3.4
COc1ccc(-c2cc(C(F)(F)F)nc(N3CCN(c4ccc(F)cc4)CC3)n2)cc1OC	0.9	-1.4
Cc1cccc(NC(=O)CSc2nc(C)nc3c2c(=O)n(C)c(=O)n3C)c1	0.7	-3.2
O=C1Nc2ccccc2C1=Nc1ccc(Cl)cc1	-0.9	-0.4
CC(C)CN(C(=O)COC(=O)c1cc2ccccc2cc1O)c1c(N)n(Cc2ccccc2)c(=O)[nH]c1=O	-0.9	1.9
CC(C)(C)c1nnc(N/N=C/c2cc(Br)ccc2O)n(N)c1=O	4.5	-5.2
O=C1C(=O)C(c2ccccc2)C(=O)C1c1ccccc1 (stereo unspecified)	-0.1	-1.0
O=[N+]([O-])c1ccc(N2CCN(c3ccccc3F)CC2)nc1	-0.8	-0.7
O=C(/C(C=Nc1ccc(Br)cc1)=C(/O)c1ccco1)C(F)(F)F	1.2	1.0
C=C(C1=CCN(S(=O)C(C)(C)C)[C@H]1CCO)c1ccccc1 (stereo partly specified)	-0.3	-0.2
COC(=O)c1c(C)cccc1C1CN=NC12Cc1ccccc1C2=O (stereo unspecified)	1.1	-1.0
O=C1C2C3C=CC(O3)C2C(=O)N1Nc1ccccc1 (stereo unspecified)	0.3	0.8
Nc1nc(SCc2ccccc2Cl)c2ncn(C3OC(CO)C(O)C3O)c2n1 (stereo unspecified)	-0.5	-0.2
Oc1ccccc1C=NNC(=S)NN=Cc1ccccc1O	90.2*	26.7*
O=C(CSc1nc2ccc([N+](=O)[O-])cc2s1)c1ccc2ccccc2c1	1.6	-6.6
CCN1CCN(c2cc(SC(C)C)nc(-c3ccc(OC)cc3)n2)CC1	77.6*	2.2
CCOC(=O)c1sc2nc(CC(=O)OC)nc(NCc3ccco3)c2c1C	0.3	-4.9
O=C(N/N=C/c1cccc(F)c1)c1c(O)c2ccccc2[nH]c1=O	2.8	2.2

Additional structures follow.
SMILES | MPTP inh | GRIN3A LBD mod
COc1ccc(CNC(=O)CNS(=O)(=O)c2cccc(C#N)c2)cc1OC | -1.2 | 0.1
CC(C)n1nnnc1C(c1ccc(F)cc1)N1CCN(C2CCCC2)CC1 (stereo unspecified) | -0.4 | 0.9
Cn1cnc2ncnc(Oc3ccc(Br)cc3)c21 | 0.3 | 0.4
COc1ccccc1NS(=O)(=O)c1ccc(C)c(NS(=O)(=O)c2cc(NC(C)=O)ccc2OC)c1 | 0.5 | 3.8
C#CCOCCOCCOCCNc1nc(N2CCN(C(=O)Cn3cc(CCO)nn3)CC2)nc(N2CCN(C(=O)Cn3cc(CC(C)O)nn3)CC2)n1 (stereo unspecified) | -0.9 | -2.2
COc1ccccc1N(C)S(=O)(=O)c1ccc(C(=O)NCC(c2ccco2)N2CCCCC2)cc1 (stereo unspecified) | 0.6 | -1.2
CN1C[C@@H]2[C@@H]3C(=O)N(C)C(=O)[C@@H]3[C@](C)(C1=O)N2C(=O)c1ccc(Cl)cc1 | -1.5 | 0.0
CCOC(=O)Nc1ccc2c(c1)C(=NNC(N)=S)c1ccccc1-2 | -1.6 | 3.8
O=c1[nH][nH]c(=O)c(Cl)c1Cl | -2.2 | -0.2

Screens from PubChem.

Only part of the results is shown, so the mix of outcomes need not match the whole.
